NOD1 inhibition: NOD1 signaling inhibitors, primary screen, cell-based, luminescence, uHTS (AID 1578); NOD1-driven NF-kB luciferase reporter cells, luminescence; higher % means a stronger effect; inhibition, % at 4 µM, or EC50 in µM where a hit was titrated; hit rate 1% among 290,000; in the data active means inhibition mostly above about 36%, no sharp cut-off; inactive means mostly below about 34%;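 further: HEK-293T reporter cells stimulated with the NOD1 agonist gamma-tri-DAP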
GPR35 arrestin U2OS: inhibition of zaprinast-stimulated GPR35 beta-arrestin translocation – imaging, U2OS, beta-arrestin-GFP, zaprinast agonist, primary screen (AID 2058) | U2OS GPR35 beta-arrestin-GFP translocation imaging, zaprinast antagonism; higher % means a stronger effect | inhibition, % at 10 µM, or IC50 in µM where a hit was titrated | hit rate 0.052% among 290,000;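 active means inhibition of at least 50% with at least 30 cells and total cytoplasm GFP at most 10,000,000; inconclusive means under 30 cells or total GFP of 10,000,000 plus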
GPR55 LPI antagonism: GPR55 antagonists blocking LPI-driven arrestin recruitment, primary screen, imaging, U2OS, beta-arrestin-GFP, LPI agonist (AID 2013); U2OS GPR55 beta-arrestin-GFP translocation imaging, LPI antagonism; higher % means a stronger effect; one-dose inhibition, % at 10 µM; IC50 in µM for titrated hits; hit rate 0.13% among 290,000;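 active means spots per cell inhibited over 60%, with over 100 cells counted and total cytoplasm intensity under 500,000; inconclusive means wells with under 100 cells, flagged as likely toxic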;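 further: U2OS cells stably carrying GPR55 and arrestin-GFP stimulated by 5 µM LPI near EC80; imaged beta-arrestin-GFP aggregate spots per cell after agonist stimulation; plate controls were LPI-stimulated DMSO wells for no effect and DMSO wells without LPI for full effect; some results filed as inactive read as strong as hits; confirmed hits need IC50 under 10 µM and bright autofluorescent wells are also inconclusive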
GPR55 activation: GPR55 agonists via beta-arrestin recruitment, primary screen, imaging, U2OS cells, beta-arrestin-GFP redistribution (AID 1961) | hit rate 0.048% among 290,000 | U2OS GPR55 beta-arrestin-GFP redistribution imaging; higher % means a stronger effect | activation, % at 10 µM; hits with a dose series show EC50 in µM;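 active means activation above 40% with more than 50 cells counted in the well; inconclusive means wells holding fewer than 50 cells, flagged as toxic or sparse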;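 further: U2OS osteosarcoma cells stably expressing GPR55 and beta-arrestin-GFP; plate controls were DMSO negative control for no effect and LPI positive control for full effect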
Siah-1 displacement: Siah-1 peptide-binding antagonists, primary screen, biochemical, fluorescence polarization, rhodamine-plectin, uHTS (AID 1817); hit rate 0.02% among 290,000; Siah-1 / rhodamine-plectin peptide fluorescence polarization; higher % means a stronger effect; displacement, % at 20 µM; hits with a dose series show IC50 in µM;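 active means displacement of at least 50% at 20 µM, with a fluorescence ratio check between 0.3 and a set limit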;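 further: plate controls were Siah plus tracer with DMSO for no effect and tracer alone without Siah for full effect; strong numbers were not always called active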
KOR beta-arrestin-1: kappa opioid receptor activators – cell-based, luminescence, uHTS, primary screen (AID 1777). KOR beta-arrestin recruitment, luminescence; higher % means a stronger effect. activation, % at 10 µM, or EC50 in µM where a hit was titrated. hit rate 0.02% among 280,000; in the data active means activation above about 50%, passing the limit was not always enough; further: a part of the inactive calls stands beside numbers as strong as those of hits
KOR beta-arrestin-2: KOR antagonists, beta-arrestin recruitment, cell-based, luminescence, uHTS (AID 1778). hit rate 0.091% among 290,000. KOR beta-arrestin recruitment, luminescence, antagonist mode; higher % means a stronger effect. inhibition, % at 10 µM, or IC50 in µM where a hit was titrated; in the data active means inhibition above about 50%; further: strong numbers were not always called active
HIV peptide binding: inhibitors of HIV fusion peptide binding, primary screen, biochemical, uHTS, fluorescence dequenching (AID 1986); one-dose inhibition, % at 20 µM; IC50 in µM for titrated hits; cell-free peptide binding, fluorescence dequenching, 30 min; higher % means a stronger effect; hit rate 0.3% among 290,000; in the data active means inhibition mostly above about 52%, no sharp cut-off; inactive means mostly below about 76%; further: some results filed as inactive read as strong as hits
AID2073: disruptors of CaV2.2 binding to Mint1 – biochemical, HTRF (AID 2073); HTRF protein-protein interaction, Mint1-CaV2.2; higher % means a stronger effect; one-dose inhibition, % at 20 µM; IC50 in µM for titrated hits; hit rate 0.19% among 290,000; in the data active means inhibition mostly above about 51%, no sharp cut-off; inconclusive means no clear call, values can overlap the other calls; inactive means mostly below about 53%; further: some results filed as inactive read as strong as hits
Starred values were filed as active, the others as inactive; ? = inconclusive; · = not tested or not shown; [ ] = dose if it differs, or a comment.

SMILES | NOD1 inhibition | GPR35 arrestin U2OS | GPR55 LPI antagonism | GPR55 activation | Siah-1 displacement | KOR beta-arrestin-1 | KOR beta-arrestin-2 | HIV peptide binding | AID2073
O=C(c1cccc(N2C(=O)C3CC=CCC3C2=O)c1)N1CCCCCC1 (configuration not stated) | -23% | -6% | 6% | 0.1% | 8% | -0.9% | 2% | 0.7% | 16%
Cc1ccsc1C(=O)OC1CCOC1=O (configuration not stated) | -18% | 3% | -3% | 0.2% | 0% | 2.4% | -34% | 3.1% | 29%
O=C1CSC(=S)N1c1cccc(Cl)c1 | 12% | 4% | 2% | 0.4% | 4% | -2.7% | 13% | -2.6% | -3%
CC1(C(=O)O)Oc2cccnc2NC1=O (configuration not stated) | -39% | 2% | 3% | 0.4% | -5% | -1.1% | -35% | 0.3% | 2%
CCCn1c(C2CCCN2c2nc(-c3cccc(Br)c3)cs2)nc2cc(Cl)c(Cl)cc21 (configuration not stated) | -15% | -11% | -9% | 0.4% | 0% | · | -19%[20 µM] | 4.7% | -3%
COC(=O)c1ccc2[nH]c([C@H](C)O)c([C@H](C)O)c2c1 | -6% | 17% | 3% | 0.0% | 20% | 0.3% | -23%[20 µM] | 4.1% | 5%
O=C1CC(N2CCN(CCc3ccccn3)CC2)C(=O)N1c1ccc(Cl)cc1 (configuration not stated) | 5% | -16% | 13% | 0.4% | 0% | 2.2% | -24% | 0.9% | 10%
O=C(N/N=C/c1cc(Br)c(Br)s1)c1ccncc1 | · | 8% | 5% | -0.7% | 10% | 2.8% | 29% | -3.3% | -5%
Cc1ccc(NC(=O)COC(=O)Cc2csc(-c3ccc(Cl)cc3)n2)cc1C | -23% | 4% | 3% | 0.8% | 7% | -3.2% | 19% | -1.5% | -10%
CC1CC(=O)Nc2ccccc2N1C(=O)Nc1ccc(F)cc1F (configuration not stated) | 0% | -7% | 8% | 0.0% | 10% | -1.0% | 0% | 0.6% | 21%
Brc1ccc2nc(N3CCCC3)sc2c1 | -36% | -11% | 4% | 0.1% | -2% | -1.2% | -3% | 0.9% | -2%
C/C(=N\NC(=O)COc1ccc(C)cc1[N+](=O)[O-])c1ccc2c(c1)OCCO2 | -5% | 7% | -14% | 0.3% | -8% | 0.1% | -30% | -0.9% | 2%
CC(C)c1ccccc1NC(=O)c1cccnc1 | -9% | 5% | 9% | 0.8% | 0% | 0.8% | -4% | -0.3% | -4%
CCOc1ccc(N(CC(=O)Nc2ccc(Br)cc2)S(C)(=O)=O)cc1 | -23% | 5% | -4% | -0.2% | 8% | -3.6% | 20% | 0.3% | -4%
Fc1ccccc1/C=N/n1c(COc2ccccc2)n[nH]c1=S | 4% | 0% | -7% | 0.0% | -1% | 0.5% | 9% | 1.1% | -13%
COc1cc(/C=N/NC(N)=O)ccc1OCC(=O)Nc1ccc(C)c(C)c1 | -20% | -6% | -3% | 0.1% | 11% | 4.6% | 2% | 11% | 6%
O=C(CN(CC1CCCO1)C(=O)CNS(=O)(=O)c1ccc(F)cc1)NCC1CCCO1 (configuration not stated) | -30% | -2% | -2% | -0.2% | -3% | 0.5% | -6% | -2.1% | 16%
O=C(Cc1ccsc1-c1ccccc1)NO | -36% | 17% | -5% | -0.1% | 3% | 2.1% | 10% | -0.4% | -4%
C=CCSc1n[nH]c(-c2ccc(OC)cc2)n1 | -37% | 14% | -10% | 0.2% | -1% | -3.4% | -60% | 1.2% | ?
O=C(Oc1ccc2ccc(=O)oc2c1)c1ccco1 | 11% | 2% | -2% | 0.0% | -1% | 8.8% | -9% | -2.5% | 22%

A draw from above in order of formula weight, low to high:
SMILES | NOD1 inhibition | GPR35 arrestin U2OS | GPR55 LPI antagonism | GPR55 activation | Siah-1 displacement | KOR beta-arrestin-1 | KOR beta-arrestin-2 | HIV peptide binding | AID2073
CC(C)c1ccccc1NC(=O)c1cccnc1 | -9% | 5% | 9% | 0.8% | 0% | 0.8% | -4% | -0.3% | -4%
O=C(Oc1ccc2ccc(=O)oc2c1)c1ccco1 | 11% | 2% | -2% | 0.0% | -1% | 8.8% | -9% | -2.5% | 22%
Brc1ccc2nc(N3CCCC3)sc2c1 | -36% | -11% | 4% | 0.1% | -2% | -1.2% | -3% | 0.9% | -2%
Fc1ccccc1/C=N/n1c(COc2ccccc2)n[nH]c1=S | 4% | 0% | -7% | 0.0% | -1% | 0.5% | 9% | 1.1% | -13%
COc1cc(/C=N/NC(N)=O)ccc1OCC(=O)Nc1ccc(C)c(C)c1 | -20% | -6% | -3% | 0.1% | 11% | 4.6% | 2% | 11% | 6%
C/C(=N\NC(=O)COc1ccc(C)cc1[N+](=O)[O-])c1ccc2c(c1)OCCO2 | -5% | 7% | -14% | 0.3% | -8% | 0.1% | -30% | -0.9% | 2%
Cc1ccc(NC(=O)COC(=O)Cc2csc(-c3ccc(Cl)cc3)n2)cc1C | -23% | 4% | 3% | 0.8% | 7% | -3.2% | 19% | -1.5% | -10%
CCOc1ccc(N(CC(=O)Nc2ccc(Br)cc2)S(C)(=O)=O)cc1 | -23% | 5% | -4% | -0.2% | 8% | -3.6% | 20% | 0.3% | -4%
O=C(CN(CC1CCCO1)C(=O)CNS(=O)(=O)c1ccc(F)cc1)NCC1CCCO1 (configuration not stated) | -30% | -2% | -2% | -0.2% | -3% | 0.5% | -6% | -2.1% | 16%

Next section:
SMILES | NOD1 inhibition | GPR35 arrestin U2OS | GPR55 LPI antagonism | GPR55 activation | Siah-1 displacement | KOR beta-arrestin-1 | KOR beta-arrestin-2 | HIV peptide binding | AID2073
COC(=O)c1ccc(NC(=O)Nc2ccc(OC)c(OC)c2)cc1 | -2% | -7% | -12% | -0.2% | -6% | -3.4% | 2% | -0.5% | 2%
O=C(Cc1ccccc1Cl)N/N=C/c1cccnc1 | -24% | 7% | 12% | 0.3% | 3% | 0.5% | 28% | 1.4% | 12%
N/C(=N\OC(=O)c1ccc(F)cc1)c1nonc1N | -62% | 21% | 1% | 0.2% | 1% | -2.4% | -7% | -1.4% | 0%
CSC1=NCCN1C(=O)c1cccs1 | -20% | -7% | -10% | -0.1% | 2% | 2.9% | 12% | -1.6% | 3%
Cc1c(Cc2ccccc2)c(=O)oc2c(C)c(OCC(=O)Nc3ccc(C#N)cc3)ccc12 | -12% | -5% | -6% | 0.3% | 2% | 4.2% | -129% | -1.2% | 27%
Clc1ccc(-n2nnnc2-c2cnc3ccccc3c2-c2ccccc2)cc1 | 0% | -14% | 58% | -0.2% | 12% | -2.0% | 9% | -0.1% | 5%
Oc1ccc2oc3c(c2c1C=NCc1ccncc1)CCCC3 | 2% | -8% | -4% | 0.0% | 3% | 8.8% | · | 5.1% | -14%
CC(=O)N1C(=O)C2(Nc3ccccc3N2)c2ccccc21 | -26% | 15% | 23% | -0.2% | 2% | 3.1% | 15% | -2.4% | 5%
CC1Oc2ccccc2OC1(O)c1ccc2ccccc2n1 (configuration not stated) | -29% | 18% | -2% | -0.3% | 1% | -2.8% | 17% | -1.3% | 6%
O=C(Nc1cccc(-n2cnnn2)c1)c1cccnc1 | 30% | 8% | 2% | -0.1% | 2% | 5.9% | -24% | 2.8% | 1%
O=C(Nc1ccccc1F)c1ccccc1-c1ccc(C(F)(F)F)cc1 | -3% | -1% | 8% | 0.0% | 12% | 6.2% | -23% | 2.1% | 10%
c1ccc(CSc2ncn(-c3ccccc3)n2)cc1 | -110% | 0% | -11% | -0.2% | -3% | 10% | -3% | 1.7% | 7%
N#C/C(=C1\C(=O)Nc2c(Cl)cc(Cl)cc21)c1nnc2n1CCCCC2 | -10% | -3% | -8% | 2.2% | -3% | 4.4% | -35% | -1.6% | 4%
CC(=O)c1nnn(-c2nc(N3CCCC3)nc(N(c3ccccc3)c3ccccc3)n2)c1C | · | 3% | 11% | -0.1% | 3% | 41% | 27% | 5.0% | 14%
CC(c1ccccc1)n1cc(C(=O)NCc2ccncc2)nn1 (configuration not stated) | -11% | -21% | -3% | -0.2% | 6% | 3.8% | 12% | 1.4% | 3%
Cc1ccc(S(=O)(=O)Nc2cc(-c3ccc(Cl)cc3)nn2C)cc1 | -8% | 11% | -1% | -0.2% | -1% | 3.2% | 17% | 8.9% | 7%
Cc1nc(C#N)c(N/N=C/c2c(F)cccc2Cl)o1 | -40% | -11% | 9% | -0.2% | 2% | -0.7% | 25% | 0.9% | 0%
Cc1cccc(NC(=O)C2CCCC2)c1 | -13% | 23% | 4% | 0.0% | 11% | -4.7% | -27% | -1.9% | 1%
CCCCc1cc(=O)oc2cc(OC(C)C(=O)NCc3ccccn3)c(Cl)cc12 (configuration not stated) | -9% | -18% | -6% | -0.2% | -1% | 3.9% | 19% | -0.2% | 1%
C=CCNC(=O)c1oc2ccc(S(=O)(=O)N3CCC4(CC3)OCCO4)cc2c1C | -21% | 3% | -5% | -0.1% | -6% | -1.4% | -13% | 1.1% | -6%
CCOc1ccc(CNC(=O)c2ccco2)cc1 | -9% | -23% | -12% | 0.5% | 1% | -4.3% | 1% | 19% | -5%
Cc1ccc(Sc2ccc(NC(=O)c3ccc(S(C)(=O)=O)cc3Cl)cc2)cc1 | 3% | 12% | 17% | -0.1% | 5% | 1.6% | -61% | -0.3% | 45%
O=C(NCc1cc(C(F)(F)F)cc(C(F)(F)F)c1)C1CC(c2ccccc2[N+](=O)[O-])=NO1 (configuration not stated) | -24% | -9% | 5% | 0.1% | -1% | 0.1% | 11% | -0.6% | 13%
C[C@@H]1CN(Cc2cn(C)nc2-c2cccc(Cl)c2)C[C@H](C)O1 | -33% | 8% | 10% | 0.2% | 1% | · | 1%[20 µM] | -1.0% | 7%
CCOC(=O)c1sc2nc(C)nc(N3CCN(c4ncccn4)CC3)c2c1C | 31% | -17% | 2% | -0.1% | -2% | 4.8% | -54%[20 µM] | -1.6% | 5%
COc1ccc(S(=O)(=O)N2CCN(C(=O)NC3CCCCC3)CC2)cc1 | -5% | -1% | 8% | -0.1% | 4% | -4.1% | -38%[20 µM] | 0.7% | -12%
Cc1cc(C)n(CCNC(=O)c2cc(COc3c(F)cccc3F)on2)n1 | -36% | 2% | 2% | 0.2% | 1% | · | -20%[20 µM] | -0.8% | 6%

The list is partial, so the mix of outcomes need not match the whole.
